# Redox H2O2 prof: compounds producing H2O2 with reducing agent – biochemical, NIH compound library profiling, artefact control for MLSCN library redox annotation, primary screen; activation, % at 10 µM; 200,000 tested, 0.03% active; DTT-dependent redox cycling H2O2, phenol red/HRP absorbance; 100% = 100 µM peroxide control, 0% = buffer; AID 878;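 active means activation of at least 50% relative to the plate's high and low controls in the primary single-dose screen; inactive means activation below 50%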;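 further: compound incubated with DTT at 0.8 mM final as the reducing agent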
# APP 5'UTR act: activates APP 5'UTR luciferase reporter; 190,000 tested, 1% active; SH-SY5Y APP 5'UTR luciferase reporter, luminescence; zero percent = DMSO vehicle wells; activation, % at 2 µM;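 active means activation above a set limit, based on mean plus 3 SD of controls, cut at about 140% in these data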; further: values of inactives mirror those of a sister screen read the other way
# Hsp70 activator: transcriptional activators of Hsp70; HeLa Hsp70 promoter luciferase reporter, luminescence; scaled: vehicle 0, proteasome-inhibitor control 100%; 200,000 tested, 0.04% active; activation, % at 10 µM;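 active means activation above the mean across all tested compounds plus 3 SD, cutoff set per campaign, cut at about 5.5% in these data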;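 further: 100% = MG132 at 30 µM as the positive control and 0% = DMSO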
# STAT1 activator: STAT1 signaling activation; NIH 3T3 STAT1-luciferase reporter, IFN-gamma, luminescence; 100% = IFN-gamma alone, no compound; activation (% of control), % at 5.5 µM; 200,000 tested, 2.6% active;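 active means activation above the screen-wide mean activation plus 3 SD, cut at about 130% in these data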;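 further: raw ratio to IFN-gamma control signal so 100% means no change and 0% no light; values of inactives mirror those of a sister screen read the other way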
# STAT3 inh: reduces IL-6 driven STAT3 reporter signal. U3A cells, IL-6 STAT3-luciferase reporter, luminescence; host cell line lacks STAT1. inhibition, % at 5.5 µM. 190,000 tested, 0.89% active;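 active means inhibition above the mean inhibition across all screened compounds plus 3 SD, cut at about 44% in these data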;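 further: 0% = DMSO only wells and 100% = 100 µM nifuroxazide control wells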
# TLR4 MyD88 comp: blocks binding of human TLR4 to MyD88; O00206+Q99836; HeLa CL3-4 TLR4/MyD88 BLA complementation, FRET ratio; inhibition, % at 8.4 µM; 200,000 tested, 0.18% active; AID 861; in the data active means inhibition above about 25%;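 further: 0% = vehicle and 100% = reference inhibitor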
# Target sequence (O00206 whole entry, looked up): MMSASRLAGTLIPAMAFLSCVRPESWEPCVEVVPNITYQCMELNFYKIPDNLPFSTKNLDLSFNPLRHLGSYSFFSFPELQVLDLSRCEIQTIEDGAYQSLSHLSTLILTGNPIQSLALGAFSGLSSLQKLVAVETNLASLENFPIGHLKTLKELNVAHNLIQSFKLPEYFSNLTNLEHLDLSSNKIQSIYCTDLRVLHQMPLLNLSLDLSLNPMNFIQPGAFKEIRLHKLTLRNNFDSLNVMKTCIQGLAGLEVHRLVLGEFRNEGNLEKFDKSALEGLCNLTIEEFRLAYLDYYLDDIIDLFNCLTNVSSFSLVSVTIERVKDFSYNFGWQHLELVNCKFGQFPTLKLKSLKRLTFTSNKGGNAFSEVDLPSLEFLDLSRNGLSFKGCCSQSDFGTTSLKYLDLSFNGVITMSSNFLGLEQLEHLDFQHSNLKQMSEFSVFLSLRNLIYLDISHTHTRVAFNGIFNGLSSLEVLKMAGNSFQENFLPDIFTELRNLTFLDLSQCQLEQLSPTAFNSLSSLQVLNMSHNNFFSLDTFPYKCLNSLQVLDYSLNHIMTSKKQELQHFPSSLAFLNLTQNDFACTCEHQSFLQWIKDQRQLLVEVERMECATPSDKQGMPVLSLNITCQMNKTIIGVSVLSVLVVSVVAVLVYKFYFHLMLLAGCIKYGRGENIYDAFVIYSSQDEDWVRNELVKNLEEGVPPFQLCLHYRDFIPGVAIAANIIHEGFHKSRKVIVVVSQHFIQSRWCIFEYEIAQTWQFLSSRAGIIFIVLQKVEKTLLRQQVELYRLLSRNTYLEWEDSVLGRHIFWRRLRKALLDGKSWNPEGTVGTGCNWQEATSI
# Target sequence (Q99836 whole entry, looked up): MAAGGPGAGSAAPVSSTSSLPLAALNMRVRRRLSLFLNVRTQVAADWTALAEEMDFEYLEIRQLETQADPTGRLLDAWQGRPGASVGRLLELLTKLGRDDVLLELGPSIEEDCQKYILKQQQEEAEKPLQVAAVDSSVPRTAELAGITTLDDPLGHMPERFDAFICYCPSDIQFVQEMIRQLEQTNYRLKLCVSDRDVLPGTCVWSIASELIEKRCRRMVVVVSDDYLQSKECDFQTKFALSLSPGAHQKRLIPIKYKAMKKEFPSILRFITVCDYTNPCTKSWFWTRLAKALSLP
# Efa HMGR inh: E. faecalis class II HMG-CoA reductase inhibition; purified E. faecalis HMGR, NADPH absorbance 340 nm kinetic; inhibition, % at 10 µM; 190,000 tested, 0.41% active; AID 1066;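 active means inhibition above a set limit, the median over all tested compounds plus 3 SD, cut at about 9.5% in these data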;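 further: enzyme runs in reverse so mevalonate oxidation gives rising NADPH absorbance; 0% = complete reaction with DMSO and 100% = background rate lacking mevalonate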
# NF-kB expr up: NF-kB expression increase, human neuronal cells. fold change at 12.5 µM. NF-kB reporter expression; stronger effect = higher value. 190,000 tested, 1.6% active; in the data active means fold change above about 3.3
# STAT3 act: increases IL-6 driven STAT3 reporter signal | U3A cells, IL-6 STAT3-luciferase reporter, luminescence; 100% = signal with IL-6 EC80 alone | activation (% of control), % at 5.6 µM | 190,000 tested, 0.91% active | AID 871;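 active means activation above the screen-wide mean of compound activation plus 3 SD, cut at about 130% in these data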;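 further: 0% = background luminescence of wells with medium and substrate only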
#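 Material: STAT1-lacking human U3A cells, STAT3 luciferase reporter | Benchmarks: IL-6-only wells as 100% reference | Probe or stimulus: IL-6 (33 ng/mL) | Timing: Compound 1 h, then IL-6 6 h at 37 °C | Detection: Luminescence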
# STAT1 blocker: STAT1 signaling inhibition | NIH 3T3 STAT1-luciferase reporter, IFN-gamma, luminescence | inhibition, % at 5.5 µM | 200,000 tested, 0.35% active | AID 920;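 active means inhibition above a set limit, the mean inhibition across all tested compounds plus 3 SD, cut at about 34% in these data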;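 further: 0% = IFN-gamma with DMSO and 100% = IFN-gamma with 300 µM nifuroxazide; values of inactives mirror those of a sister screen read the other way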
# An asterisk follows results filed as active; . = no result given.
SMILES,Redox H2O2 prof,APP 5'UTR act,Hsp70 activator,STAT1 activator,STAT3 inh,TLR4 MyD88 comp,Efa HMGR inh,NF-kB expr up,STAT3 act,STAT1 blocker
COc1ccc(N(CC(=O)N2CCC(Cc3ccccc3)CC2)S(C)(=O)=O)cc1,0.2,24,-0.2,93,-28,-3,-4,1.2,126,6
N#C/C(=C/c1ccc(O)c([N+](=O)[O-])c1)C(=O)Nc1ccccc1,0.0,0,-0.1,90,21,13,-1,1.1,90,10
N#Cc1cc(-c2ccccc2)c[nH]c1=O,1.6,9,-0.2,100,5,-2,-1,1.1,98,0
COC(=O)/C(=C\Nc1ccccc1N)c1ncc(C(F)(F)F)cc1Cl,-1.6,40,0.0,101,-1,-6,-13,3.3*,102,-1
O/N=C/c1cc(Br)cc(Br)c1OCc1ccccc1,-0.2,-4,-0.6,102,10,-6,-2,1.2,92,-2
C=CCn1c(C)cc(C(=O)COC(=O)COc2ccccc2C#N)c1C,-0.3,-8,-0.1,112,0,-2,-5,1.2,104,-14
CC(c1ccccc1)n1cnc2ccccc21 (configuration not stated),0.2,-16,-0.3,95,11,-11,1,0.96,96,4
CC(=O)c1cccc(NC(=O)Nc2cnn(Cc3ccc(F)cc3)c2)c1,0.6,19,-0.1,98,12,-1,-2,0.96,95,1
N#C/C(=C\Nc1ccccc1O)c1nc2ccccc2o1,-1.2,27,-0.1,98,-83,2,-6,0.98,165*,3
Cc1noc2ncnc(Oc3ccccc3)c12,1.9,16,0.4,102,-1,-7,0,1.1,106,-2
Cc1ccccc1CC(=O)c1ccc(O)c(C)c1O,-1.2,2,0.0,98,16,0,0,1.1,90,1
CCOc1ncccc1C(=O)Nc1cccc(C(=O)Nc2cccc(S(=O)(=O)CCO)c2)c1,1.1,-1,0.4,95,14,-3,-5,0.48,90,5
NS(=O)(=O)c1ccc(NC(=S)NC(=O)c2cccnc2)cc1,-1.7,-15,0.1,98,6,-5,2,1.1,100,2
O=C(CN(Cc1ccc(F)cc1)C(=O)c1ccco1)NCc1ccc(F)cc1,1.4,-6,-0.2,86,2,0,-2,0.9,103,15
O=C(O)[C@H]1CCCC[C@H]1C(=O)NCCc1ccccc1,0.4,-2,-0.1,95,-1,1,-1,0.99,106,5
Cc1oc(-c2cccs2)nc1CN1CCC(c2ccccc2)CC1,-1.8,0,0.3,100,-1,2,1,0.88,112,-1
c1ccc(CCc2nn3c(Cn4cnc5ccccc54)nnc3s2)cc1,-0.4,-4,-0.3,87,14,18,-1,1.2,91,13
CCC(=O)N/N=c1/sc2ccccc2n1C,0.2,-4,-0.4,102,-4,4,-5,1.1,107,-3
CCOC(=O)C(C(=O)OCC)C(C#N)c1ccccc1 (configuration not stated),0.0,-12,0.0,104,1,-8,0,0.95,101,-5
CCc1c(C)sc(NC(=O)c2cc(C(C)C)on2)c1C#N,-0.3,7,-0.1,118,18,1,-4,1.8,91,-22
COc1ccc(CC(=O)Nc2c3c(nn2-c2cccc(Cl)c2)CS(=O)C3)cc1 (configuration not stated),1.8,9,-0.1,102,1,-4,3,1,103,-2
O=S1(=O)C=C(Sc2nc3ccccc3s2)c2ccccc21,-2.6,-96,3.1,95,-33,26*,-1,0.14,134*,7
CCOC(=O)COn1c(=O)c(-c2cccs2)[n+]([O-])c2ccccc21,4.1,7,-0.3,102,13,9,3,1,95,-2
O=C(c1ccc([N+](=O)[O-])o1)N1CCOCC1,-0.2,9,-0.2,103,0,11,-2,1.1,105,-4
C=CCN1C(c2ccc(OCC)cc2)=CS/C1=C(\C#N)c1nnc2n1CCCCC2,-2.6,7,-0.3,82,3,4,-4,0.61,103,20
O=C(c1ccco1)N1CCN(C(=O)C2CCN(S(=O)(=O)c3cccc4nsnc34)CC2)CC1,4.2,-2,-0.4,91,11,1,.,.,95,10
Cc1ccc(-c2nn3c(C)nnc3s2)cc1NC(=O)COc1ccc(Cl)cc1,-0.9,3,0.0,101,27,12,-3,1.2,82,-2
O=C(CSc1ncn(-c2ccccc2)n1)Nc1ccc2c(c1)OCCO2,-0.4,5,-0.4,103,2,10,3,1.1,102,-5
CC(C)C(C(=O)Nc1ccc2c(c1)OCCOCCOCCOCCO2)N1C(=O)c2ccccc2C1=O (configuration not stated),-1.6,-13,0.0,93,-4,4,-1,1.2,104,6
CCCc1cc(=O)oc2cc(OCC(=O)OC)cc(OCC(=O)OC)c12,0.3,-17,0.1,98,2,4,2,0.96,102,2

# Reprinted from the part before: 4 entries, followed by the next part.
SMILES,Redox H2O2 prof,APP 5'UTR act,Hsp70 activator,STAT1 activator,STAT3 inh,TLR4 MyD88 comp,Efa HMGR inh,NF-kB expr up,STAT3 act,STAT1 blocker
Cc1ccc(-c2nn3c(C)nnc3s2)cc1NC(=O)COc1ccc(Cl)cc1,-0.9,3,0.0,101,27,12,-3,1.2,82,-2
O=C(CSc1ncn(-c2ccccc2)n1)Nc1ccc2c(c1)OCCO2,-0.4,5,-0.4,103,2,10,3,1.1,102,-5
CC(C)C(C(=O)Nc1ccc2c(c1)OCCOCCOCCOCCO2)N1C(=O)c2ccccc2C1=O (configuration not stated),-1.6,-13,0.0,93,-4,4,-1,1.2,104,6
CCCc1cc(=O)oc2cc(OCC(=O)OC)cc(OCC(=O)OC)c12,0.3,-17,0.1,98,2,4,2,0.96,102,2
Cc1ccccc1C(=O)N1CCN(c2ccc(NC(=O)c3ccc4c(c3)OCO4)cc2)CC1,0.1,-11,-0.1,87,10,3,-6,0.26,93,12
CCCCn1c(SCC(=O)c2ccc3c(c2)OCCO3)nnc1-c1ccoc1C,2.7,-2,0.0,102,-2,-11,4,0.98,104,-2
O=C(NC12CC3CC(CC(C3)C1)C2)N1CC2Cc3cccc(=O)n3C(C2)C1 (configuration not stated),0.1,0,-0.1,102,5,0,-6,0.86,101,-2
CN(Cc1ccon1)C(=O)CC1C(=O)NCCN1Cc1cccc(Oc2ccccc2)c1 (configuration not stated),-0.4,7,0.0,102,-2,6,-3,1.1,104,-4
COc1ccc(NC(=O)C2=C(C)Nc3nc(CCCO)nn3C2c2ccc(OC)c(OC)c2)cc1 (configuration not stated),-0.1,0,0.4,105,11,5,2,1.1,95,-9
O=C(Nc1ccc(Cl)cn1)C1CCCN1S(=O)(=O)c1cccc2ccccc12 (configuration not stated),0.1,-1,-0.3,99,-6,-1,0,1.1,105,1
COc1ccc(-c2nnc(SCC(=O)c3ccc4c(c3)OCCO4)o2)cc1,1.0,2,-0.1,106,0,-13,.,.,101,-6
CCCC(=O)Nc1ccc(C(=O)NCc2ccccn2)cc1,-0.1,-1,-0.2,106,2,6,-1,1.1,102,-10
Cc1ccc(CN2CCN(Cc3cccc(OCCO)c3)CC2CCO)o1 (configuration not stated),0.4,2,-0.1,100,2,18,-6,0.99,104,0
CCCc1ccc(OC(=O)c2cccs2)cc1,0.2,6,-0.3,102,4,7,-3,1.2,97,-2

# Shown as a hit in TLR4 MyD88 comp, among the entries above:
mol,Redox H2O2 prof,APP 5'UTR act,Hsp70 activator,STAT1 activator,TLR4 MyD88 comp,Efa HMGR inh,NF-kB expr up,STAT3 act,STAT1 blocker
O=S1(=O)C=C(Sc2nc3ccccc3s2)c2ccccc21,-2.6,-96,3.1,95,26*,-1,0.14,134*,7

# Full records, looked up by structure:
# O=C(CN(Cc1ccc(F)cc1)C(=O)c1ccco1)NCc1ccc(F)cc1 in the list: Redox H2O2 prof = 1.4; APP 5'UTR act = -6; Hsp70 activator = -0.2; STAT1 activator = 86; STAT3 inh = 2; TLR4 MyD88 comp = 0; Efa HMGR inh = -2; NF-kB expr up = 0.9; STAT3 act = 103; STAT1 blocker = 15
# C=CCn1c(C)cc(C(=O)COC(=O)COc2ccccc2C#N)c1C in the list: Redox H2O2 prof = -0.3; APP 5'UTR act = -8; Hsp70 activator = -0.1; STAT1 activator = 112; STAT3 inh = 0; TLR4 MyD88 comp = -2; Efa HMGR inh = -5; NF-kB expr up = 1.2; STAT3 act = 104; STAT1 blocker = -14

# Later entries.
SMILES,Redox H2O2 prof,APP 5'UTR act,Hsp70 activator,STAT1 activator,STAT3 inh,TLR4 MyD88 comp,Efa HMGR inh,NF-kB expr up,STAT3 act,STAT1 blocker
O=C(COC(=O)Cc1cccc(C(F)(F)F)c1)Nc1ccccc1,0.1,6,-0.4,105,2,-16,-8,1,97,-5
c1ccc(Nc2nc(-c3ccncc3)nc3ccccc23)cc1,0.6,12,-0.1,101,8,0,-2,1.4,96,-2
CCCn1c(NC(=O)c2cccc(C)c2C)nc2ccccc21,0.2,9,-0.1,112,20,-7,0,0.98,86,-13
COC(=O)CSc1nnc(CNC(=O)c2cccs2)n1-c1cc(OC)ccc1OC,0.4,10,-0.3,91,16,-19,-6,1.1,95,10
Cc1cc2[nH]ncc2cc1NC(=S)NC(=O)c1ccccc1,1.5,21,0.0,92,19,-3,-7,1.1,92,9
O=C1CC(N2CCN(c3ccccc3)CC2)C(=O)N1CCc1ccccc1 (configuration not stated),-0.6,10,1.1,99,14,21,-4,1.1,93,2
O=C(NCc1cccs1)c1cc2ccccc2o1,1.0,33,0.9,116,9,0,0,1.6,96,-18
CCCCOC(=O)Nc1nnc(-c2ccccc2OC)s1,3.8,-11,-0.3,94,8,-33,0,0.98,101,6
Cc1nnc(SCc2nnc(-c3cccs3)o2)n1Cc1ccccc1,-2.0,19,-0.1,100,0,3,0,1.2,106,-2
Cn1ncc2c(NNC(=O)C3CCCCC3)ncnc21,0.3,-1,0.0,98,8,5,-1,1.1,100,2
O=C(COC(=O)c1cccc([N+](=O)[O-])c1)NCc1ccc2c(c1)OCO2,0.4,4,-0.3,106,-8,8,4,1.2,110,-7
NC(=O)c1c(NC(=O)CSc2nnc(-c3ccccc3)n2CC2CCCO2)sc2c1CCC2 (configuration not stated),3.3,17,-0.2,103,5,-2,-3,1,99,-4
NCCCC[C@H]1NC(=O)[C@H](CCC(=O)O)NC(=O)c2cc([N+](=O)[O-])cc(I)c2OCC[C@@H](C(N)=O)NC1=O,0.1,6,0.1,106,0,0,-5,1.1,97,-6
CCOC(=O)c1ccc(N=c2ssnc2Cl)cc1,-2.1,6,0.2,93,4,4,-2,1.2,98,7
COc1ccc(CC(=O)N2N=C(c3ccncc3)CC2(O)C(F)(F)F)cc1 (configuration not stated),0.2,-2,-0.1,89,-4,1,-1,0.92,103,12
Oc1c(CN2CCOCC2)cc(-c2ccccc2)cc1CN1CCOCC1,-0.2,28,-0.5,94,5,-4,-4,1.2,99,7
CCn1c(=NC(=O)CSCC(=O)Nc2nccs2)sc2ccccc21,-0.8,3,0.1,101,0,16,-1,1.3,106,-1
COc1ccc2c(c1)oc(=O)c1ccccc12,-0.4,14,-0.1,118,11,-11,-3,1.5,92,-20
Cc1ccc2c(CSc3nncn3C)cc(=O)oc2c1C,-0.5,4,-0.2,101,-1,-5,-3,1.4,105,0
O=C(c1n[nH]c(=O)c2ccccc12)N1CCOCC1,-0.1,1,-0.3,98,7,16,-1,1.1,100,2

# Screening results (PubChem)
